# High-throughput results deposited in PubChem by several laboratories.
# GSK3beta inhib: inhibitors of human GSK3beta kinase | AID 2097 | 0.038% of 300,000 active | P49841 | activity score (negative = inhibition), % at 10 µM | GST-GSK3beta kinase, ADP-Glo luminescence, 60 min; stronger effect = lower value;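 active = more than half of replicate wells score below -50%, meaning over 50% inhibition versus plate controls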;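 note: 0% = median DMSO wells and -100% = median GW8510 positive control wells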
#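 Assay system: GST-tagged human GSK3beta kinase, cell-free; Input: 1.6 ng GSK3beta; Medium: Tris/MgCl2 kinase buffer; Timing: 60 min enzyme reaction, room temperature; Signal: ADP-Glo luminescence quantifying ADP generated by kinase; Evaluation: score relative to plate controls; Benchmarks: DMSO neutral wells and GW8510 at 20 µM as positive.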
# hERG protect: hERG (human) protection from proarrhythmic block. Q12809. CHO-hERG, FluxOR thallium flux, dofetilide IC70 present. activation (rescue from dofetilide block), less the hit threshold, % at 10 µM. 0.51% of 310,000 active;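 active = activation above the mean of controls blocked by dofetilide plus 5 SD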;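 note: thallium influx through hERG after potassium depolarization seen as dye fluorescence rise; in these data hits start at about 4.7%; inactives centre near -7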
# GSK3A inh: inhibitors of human GSK-3 alpha kinase; P49840; ADP-Glo luminescence, 60 min; inhibition, % at 10 µM; 0.1% of 320,000 active; AID 2650;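 in the data active = inhibition above about 50%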;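 note: GST-tagged GSK-3 alpha with peptide substrate and 25 µM ATP; 0% = DMSO neutral wells and 100% = GW8510 positive control wells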
# Target sequence (P49840 whole entry, looked up): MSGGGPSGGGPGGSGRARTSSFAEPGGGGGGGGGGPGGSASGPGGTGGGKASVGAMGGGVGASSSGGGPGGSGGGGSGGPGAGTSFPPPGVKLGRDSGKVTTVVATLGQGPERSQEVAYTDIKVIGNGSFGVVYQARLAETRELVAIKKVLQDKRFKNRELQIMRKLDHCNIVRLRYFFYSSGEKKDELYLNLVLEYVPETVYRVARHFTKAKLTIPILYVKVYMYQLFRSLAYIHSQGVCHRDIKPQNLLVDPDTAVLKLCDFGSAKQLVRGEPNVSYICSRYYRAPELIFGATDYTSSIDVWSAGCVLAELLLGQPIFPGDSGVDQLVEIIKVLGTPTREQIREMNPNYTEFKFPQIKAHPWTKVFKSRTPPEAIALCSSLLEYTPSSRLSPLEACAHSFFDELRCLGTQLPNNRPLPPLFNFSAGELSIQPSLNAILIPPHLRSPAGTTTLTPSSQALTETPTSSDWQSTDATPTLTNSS
# PolyA inhibitor: inhibitors of polyadenylation in S. cerevisiae; S. cerevisiae SKY197-pL101 polyadenylation reporter, beta-gal luminescence; efflux-impaired pdr1/pdr3 knockout yeast; score 100 = 6 SD above DMSO; calls only at 12 µM; 0.02% of 300,000 active; AID 1875;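 active = lowest replicate activity score at least 50, where 100 means six control SD above control mean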;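 note: yeast exposed to compound for 9 h at 30 °C; higher score means more reporter readthrough which indicates perturbed polyadenylation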
# KCNK3 block: human KCNK3 channel inhibition, primary screen; O14649; CHO-KCNK3 thallium flux, FluxOR fluorescence; stronger effect = lower value; B-score at 10 µM; 0.84% of 340,000 active; AID 602410;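 active = B-score under library mean minus 4 SD, starting fluorescence ratio at most library mean plus 5 SD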;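 note: more negative B-score means stronger inhibition of thallium flux through KCNK3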
# Target sequence (O14649 whole entry, looked up): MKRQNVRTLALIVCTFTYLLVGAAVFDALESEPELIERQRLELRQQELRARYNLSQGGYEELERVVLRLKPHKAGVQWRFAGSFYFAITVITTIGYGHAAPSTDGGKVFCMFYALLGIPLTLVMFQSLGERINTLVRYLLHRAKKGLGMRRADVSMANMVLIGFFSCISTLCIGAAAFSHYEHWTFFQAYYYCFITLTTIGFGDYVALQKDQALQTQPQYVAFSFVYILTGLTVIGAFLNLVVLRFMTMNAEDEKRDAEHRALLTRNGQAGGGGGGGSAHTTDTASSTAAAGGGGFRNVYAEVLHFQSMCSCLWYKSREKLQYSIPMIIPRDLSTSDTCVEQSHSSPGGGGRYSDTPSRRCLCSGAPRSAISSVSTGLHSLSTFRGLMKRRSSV
# KCNK9 inh: inhibitors of human KCNK9 two-pore domain potassium channel; Q9NPC2; HEK293 KCNK9, FluxOR thallium flux fluorescence; stronger effect = lower value; B-score at 10 µM; 1.2% of 310,000 active; AID 488922;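 active = ratio B-score over 3 SD below the library mean, with starting fluorescence within 5 SD of its mean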;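 note: negative B-score means less thallium flux so channel inhibition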
# RGS4 act: potentiators or activators of RGS4 | HEK293 M3R/inducible RGS4, carbachol calcium flux Fluo4; stronger effect = lower value | B-score at 10 µM | 0.92% of 310,000 active | AID 463111;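 active = B-score of the integrated calcium signal more than 4 SD below the library mean, with starting fluorescence not abnormally high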;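 note: negative B-score means reduced calcium response which marks RGS4 activation or potentiation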
#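 Test system: HEK293 cells with stable M3R and inducible RGS4; also added: carbachol at ECmax as muscarinic agonist stimulus; schedule: dye loading 30 min 37 °C, buffer rest 30 min RT; technique: kinetic calcium fluorescence imaging with Fluo4-AM dye, 2 µM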
# KCNQ1 block: human KCNQ1 channel inhibition; P51787; CHO-K1 KCNQ1, FluxOR thallium flux fluorescence; stronger effect = higher value; B-score at 10 µM; 1.3% of 310,000 active; AID 2642;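 active = compounds whose thallium flux B-score, printed positive for inhibition, exceeds three library SD while starting fluorescence stays within three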;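 note: channel opened by potassium depolarization with thallium stimulus after 20 min compound exposure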
# RGS4 block: human RGS4 inhibition; B-score at 10 µM; HEK293 M3R/RGS4 inducible, Fluo-4 calcium flux; stronger effect = higher value; triggered by carbachol at its EC20; 0.45% of 310,000 active;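 active = B-score, a plate-corrected calcium signal, over three deviations above library mean, with baseline fluorescence within five deviations of library mean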;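 note: RGS4 expression induced by doxycycline in cells with stable M3 receptor; B-score is computed from the integrated fluorescence ratio over baseline after carbachol; higher B-score means a larger calcium signal and so more RGS4 inhibition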
# Target sequence (P49798 whole entry, looked up): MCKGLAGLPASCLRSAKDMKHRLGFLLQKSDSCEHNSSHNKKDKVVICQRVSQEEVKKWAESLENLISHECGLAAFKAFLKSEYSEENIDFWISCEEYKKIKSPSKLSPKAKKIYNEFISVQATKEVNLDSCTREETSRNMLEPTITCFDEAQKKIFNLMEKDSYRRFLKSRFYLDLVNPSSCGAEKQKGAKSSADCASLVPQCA
# DYRK1A inh: inhibitors of rat Dyrk1A kinase; Q63470; inhibition, % at 12.5 µM; ADP-Glo luminescence, NFATc1 peptide; 0.43% of 310,000 active; AID 504441; in the data active = inhibition above about 50%;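 note: plate controls were vehicle with enzyme for no effect and no enzyme for full effect; many of its hits are not listed in these tables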
# KCNQ1 act: human KCNQ1 channel potentiation or activation; P51787; CHO-K1 KCNQ1, thallium flux FluxOR fluorescence; stronger effect = higher value; B-score at 10 µM; 0.35% of 310,000 active; AID 2648;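 active = fluorescence ratio B-score, a plate-corrected score, at least three library SD, with initial intensity B-score within 5 SD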
#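 assay system = KCNQ1-transfected CHO-K1 cells | medium = assay buffer with matched DMSO | probe or stimulus = depolarizing K+/Tl+ stimulus, K2SO4 and Tl2SO4 each 12.5 mM in 5x stock | dosing = single dose | incubation = dye 90 min, compound 20 min, room temperature | detection = kinetic FluxOR fluorescence, 10 s baseline plus 110 s post-stimulus | evaluation = ratio B score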
# Starred values were filed as active, the others as inactive; i = inactive; . = no result given. These rows are one share of the data, so the mix of outcomes need not match the whole.
mol,GSK3beta inhib,hERG protect,GSK3A inh,PolyA inhibitor,KCNK3 block,KCNK9 inh,RGS4 act,KCNQ1 block,RGS4 block,DYRK1A inh,KCNQ1 act
Cc1cc(C)n(CCNC(=O)c2cc(COc3c(F)cccc3F)on2)n1,1.3,-1.7,-0.2,i,i,i,i,i,i,2.5,i
O=C(c1cccs1)N1CCC(Cc2ccccc2)CC1,0.3,2.8,0.0,i,i,i,i,i,i,6.9,i
CN(C)C(=O)COC(=O)c1ccccc1Sc1ccccc1C#N,2.8,-11.1,-1.9,i,i,i,i,i,i,-2.0,i
O=C(/C=C/Nc1cccc(O)c1)c1ccccc1,-0.3,-17.3,3.8,i,i,i,i,i,i,5.8,i
Cc1nc2cccnc2nc1C,-3.2,-2.4,-0.6,i,i,i,i,i,i,-0.4,i
COc1cc(OC)c(NC(=O)C2CC(=O)N(c3ccc4c(c3)OCCO4)C2)cc1Cl (stereo not given),0.9,-1.4,.,i,i,i,i,i,i,1.6,i
COc1cccc(C2Nc3ccccc3NC3=C2C(=O)CC(C)(C)C3)c1 (stereo not given),2.4,-6.8,-2.3,i,i,i,i,i,i,-0.5,i
CCC1(C)NC(=O)N(CC(=O)Nc2sc3c(c2C(N)=O)CCC3)C1=O (stereo not given),-32.8,-13.2,58.3*,i,i,i,i,i,i,48.1,i
Cc1cc(NC(=O)CSc2ccnc(=O)[nH]2)no1,-0.8,-2.3,-1.2,i,i,i,i,i,i,-1.1,i
Cc1occc1C(=O)NNC(=O)Nc1ccc([N+](=O)[O-])cc1,0.5,-7.4,-1.5,i,i,i,i,i,i,-1.3,i
O=C(O)c1cc2nc3c(c(C(F)(F)F)n2n1)CCCC3,-1.7,-5.5,7.7,i,i,i,i,i,i,-2.4,i
O=C1NC(Cc2c[nH]c3ccccc23)C(=O)N1CCOc1ccc(F)cc1 (stereo not given),0.8,-10.5,0.9,i,i,i,i,i,i,2.2,i
COc1ccc(-n2c(Cc3cccn3C)nnc2SCC(N)=O)cc1,-3.9,-8.8,-2.7,i,i,i,i,i,i,-6.3,i
COc1ccc(-c2c3c(=O)n(C)c(=O)n(C)c3cn2-c2ccc(O)cc2)cc1,0.9,-6.4,1.5,i,i,i,i,i,i,-7.1,i
C=CCn1c(N)cc(=O)nc1SCC(=O)Nc1ccc2ccccc2c1,0.6,-5.0,0.5,i,i,i,i,i,i,6.7,i
Fc1cccc(NC(=S)NCCCN2CCOCC2)c1,-5.4,-12.2,-0.9,i,i,i,i,i,i,4.0,i
COc1ccc(OC)c(N(CC(=O)N2CCc3ccccc3C2)S(C)(=O)=O)c1,3.3,-2.3,0.2,i,i,i,i,i,i,6.8,i
O=C(Cc1ccc(Cl)cc1)NNC(=S)NC(=O)c1cccs1,-3.5,-11.3,-1.9,i,i,i,i,i,i,.,i
O=C(Nc1ccccc1)c1ccc(=O)n(Cc2cccc(Cl)c2)c1,-3.2,-13.3,1.0,i,i,i,i,i,i,4.3,i
CCOC(=O)Oc1ccc(/C=C2\N=C(C)OC2=O)cc1,-2.1,-12.0,-0.8,i,i,i,i,i,i,1.2,i
O=C(Nc1nc2ccccc2n1CCOc1ccccc1)c1ccco1,3.2,-12.1,-0.8,i,i,i,i,i,i,24.1,i
O=C(O)/C=C\C(=O)Nc1ccccc1C#Cc1ccccc1,1.7,-8.7,-5.0,i,i,i,i,i,i,1.0,i
CC(C)c1ccc(-c2nnc(N)s2)cc1,-7.5,-2.3,.,i,i,i,i,i,i,0.3,i
NC(=O)c1ccccc1OCc1nc2ccccc2s1,0.9,-14.2,0.3,i,i,i,i,i,i,7.5,i
Nc1cc(Cl)ccc1C(=O)OCC(=O)NC(=O)NCc1ccccc1,0.6,-2.1,-7.1,i,i,i,i,i,i,2.1,i
CC1CCN(C2CCN(S(=O)(=O)c3ccc(C(F)(F)F)cc3)CC2)CC1,1.3,-5.2,2.8,i,i,i,i,i,i,1.0,i
CCSc1ncnc2c1sc1nc(-c3ccco3)c3c(c12)CC(C)(C)OC3,-3.9,-10.4,-2.2,i,.,i,i,i,i,.,i
CS(=O)(=O)c1ccc2nc(NC(=O)CN3CCN(Cc4ccccc4)CC3)sc2c1,-25.3,-13.2,-0.7,i,i,i,i,i,i,44.5,i
Cc1ccc(S(=O)(=O)NC(=O)N2CCCC(C)(C)C2)cc1,-0.3,-1.3,0.0,i,i,i,i,i,i,-1.5,i
CCCSc1ccc2nc(NC(=O)OC)[nH]c2c1,-1.5,-4.3,0.2,i,i,i,i,i,i,-4.9,i
CCOC(=O)c1c(NC(=O)c2ccc(N3C(=O)C4C5C=CC(C5)C4C3=O)cc2)sc2c1CCCC2 (stereo not given),-0.8,-6.2,2.3,i,i,i,i,i,i,-10.1,i
C#CCOCCOCCOCCNc1nc(N2CCN(C(=O)C([C@@H](C)CC)n3cc(C(N)CC(C)C)nn3)CC2)nc(N2CCN(C(=O)[C@H](CCCCN)n3cc(C(N)COC(=O)C(F)(F)F)nn3)CC2)n1 (stereo not given in full),-4.2,-10.3,2.7,i,.,i,i,i,i,.,i
CC1CN(C2CCN(C(=O)c3cccc(Cl)c3)CC2)CC(C)O1 (stereo not given),-2.9,-3.0,-1.1,i,i,i,i,i,i,1.0,i
COc1ccc(C(=O)NNC(=O)C(=O)N2CCCCC2)cc1OC,0.3,-7.0,-4.5,i,i,i,i,i,i,0.3,i
O=C(Nc1ncccc1Cl)c1cc2ccccc2o1,3.1,-6.3,-1.2,i,i,i,i,i,i,0.1,i
COc1ccc2oc(=O)c(C(=O)Nc3ccccc3O)cc2c1,0.8,-20.1,0.6,i,i,i,i,i,i,10.3,i
COc1cc(N=c2c([N+](=O)[O-])nn(-c3ccc4c(c3)OCCO4)n2O)cc(OC)c1,-0.5,-1.4,.,i,i,i,i,i,i,.,i
COc1ccc2nc(N3CCOCC3)cc(C)c2c1,-1.4,-3.3,0.6,i,i,i,i,i,i,2.3,i
CCC(=O)c1c(NCCc2ccccc2)cc(C)oc1=O,2.7,-10.2,-1.3,i,i,i,i,i,i,2.0,i
COc1ccc(NS(=O)(=O)c2ccc3[nH]c(=O)[nH]c3c2)cc1OC,2.4,-2.6,3.9,i,i,i,i,i,i,8.4,i
CC(=O)Nc1ccc(C(=S)NCc2ccco2)cc1,-1.7,1.0,-1.0,i,i,i,i,i,i,-3.3,i
O=Cc1ccc(N2N=C(c3ccccc3)CC2c2ccccc2)cc1 (stereo not given),-1.9,-14.1,12.0,i,i,i,-9.96*,8*,i,0.7,i
Cc1ccc(C(c2sc3nc(C)nn3c2O)N2CCN(c3ccccc3F)CC2)cc1 (stereo not given),1.9,-11.0,-2.3,i,i,i,i,i,i,4.3,i
OCC1(Cc2cccc(C(F)(F)F)c2)CCN(Cc2cc(F)cc(F)c2)CC1,2.1,-22.9,1.5,i,i,i,i,i,i,-3.0,i
CCc1cc2c(=O)c(-c3ccc4c(c3)OCCO4)coc2cc1OS(C)(=O)=O,-1.4,-11.8,-6.4,i,i,i,i,6*,i,4.8,i
Cc1cccc(C)c1Nc1nnc(SCC(=O)Nc2cc(S(=O)(=O)N3CCCCC3)ccc2Cl)s1,3.3,-10.8,-3.1,i,i,i,i,i,i,-2.9,i
COc1ccc(/C=C/C(=O)Nc2ccccc2Cl)cc1S(=O)(=O)N1CCOCC1,0.2,-16.6,0.8,i,i,i,i,i,i,5.1,i
c1cc2c(cc1CN1CCN(C3CCCCCC3)CC1)OCO2,-4.6,-1.4,-0.3,i,i,i,-7.56*,i,i,0.8,i
C[C@@H](NC(=O)[C@@H]1Cc2ccccc2CN1C(=O)OC(C)(C)C)C(=O)NCc1ccco1,-1.7,-7.9,-0.1,i,i,i,i,i,i,5.5,i
CC(C)(C)Sc1ccc2nc3c(n2c1)CCCC3,3.4,-3.1,-2.4,i,i,i,i,i,i,0.1,i

# Following part:
mol,GSK3beta inhib,hERG protect,GSK3A inh,PolyA inhibitor,KCNK3 block,KCNK9 inh,RGS4 act,KCNQ1 block,RGS4 block,DYRK1A inh,KCNQ1 act
COC(=O)C1=C(C)N(Cc2ccc(C)cc2)C(=O)/C1=C\c1cc(OC)c(OC)c(OC)c1,0.3,-13.6,1.8,i,i,-6.59*,i,i,i,-1.3,i
C=CCNCCCCOc1ccc(C)cc1[N+](=O)[O-],-4.8,-6.8,-0.1,i,i,i,i,i,i,6.5,i
COC(=O)c1c(NC(=O)/C=C/C(=O)O)sc(Cc2ccccc2)c1C,4.2,-4.6,-5.1,i,i,i,i,i,i,0.3,i
CN1/C(=C\C(=O)Nc2ccc(F)cc2)C(C)(C)c2ccccc21,1.7,-10.1,2.9,i,i,i,-8.8*,i,i,0.1,i
COc1ccc(NC(=O)COc2cccc3c2CCNC3=O)cc1,-1.2,-7.1,.,i,i,i,i,i,i,0.8,i
Cc1ccc(NC(=O)/C(C#N)=C/c2cn(CC(=O)NCc3ccco3)c3ccccc23)cc1C,1.1,-12.6,1.0,i,i,i,i,i,i,0.8,i
O=C(CSc1nnc2c(Cl)cc(Cl)cn12)N1CCOCC1,2.2,-2.8,2.6,i,i,i,i,i,i,4.7,i
S=C(NC1CCCCC1)NN(c1ccccc1)c1ccccc1,-2.6,-4.4,0.1,i,i,i,i,i,i,-3.8,i
O=C(O)c1ccc(N=Nc2c(O)[nH]c3cc(Cl)ccc23)cc1,-27.3,-10.1,28.5,i,i,i,i,i,i,.,i
N/C(=N\OC(=O)C1CCCCC1)c1cccc(Br)c1,-2.2,-8.5,-1.3,i,i,i,i,i,i,-2.5,i
COc1ccc(S(=O)(=O)Nc2cc(C)nn2-c2ccccc2)cc1,1.6,-5.6,-0.8,i,i,i,i,i,i,1.3,i
CCOC(=O)CCNC(=O)N1CCCC(Cc2ccccc2)(C(=O)OCC)C1 (stereo not given),1.1,-8.1,0.2,i,i,i,i,i,i,0.1,i
COc1cc(/C=N/Nc2ccccn2)cc(OC)c1O,-3.2,-4.3,15.5,i,i,i,i,i,i,3.4,i
CCC(=O)Nc1ccc(S(=O)(=O)N2CCc3ccccc32)cc1,4.6,-5.2,0.1,i,i,i,i,i,i,.,i
CC(NC(=O)CCNC(=O)c1ccc(Br)cc1)c1ccc(-n2ccnc2)cc1 (stereo not given),0.6,-10.4,0.4,i,i,i,i,i,i,-0.7,i
